Screening data deposited in PubChem BioAssay by National Center for Advancing Translational Sciences (NCATS).
S3 lipid droplet: qHTS Assay for Lipid Storage Modulators in Drosophila S3 Cells. 320,000 tested, 0.64% active. Potency in µM for hits, for the others lipid storage change, negative = inhibition, % at the top dose, mostly 46.1 µM. Drosophila S3 cells, BODIPY lipid droplet fluorescence, 18-24 h; cells fed with added oleic acid. AID 2685; active means well fitted inhibition curve with a large enough effect in the signal ratio, with a control signal flat, not every such curve was filed as active; inconclusive means small, poorly fitted or top-dose-only effect, or effect the other way, or a change in a side signal; the % refers to the signal ratio
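Drosophila S3 cells got compounds at several concentrations plus oleic acid (400 uM solution). Laser-scanning cytometry with 488 nm excitation read lipid droplets at 500-530 nm and cells at 575-640 nm. Percent activity was relative to 20 uM Triacsin C.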
S3 lipid droplet cell count max: recorded beside S3 lipid droplet, whose call it bears; cell number change, %; measured here: cell count max response;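 cells counted by Cell Tracker Red CMTPX staining in the red channel; peak over a dose series mostly up to 46.1 µM; percent activity relative to internal control wells on each plate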
Starred values were filed as active, the others as inactive; i = inactive; ? = inconclusive; nt = no result given. On the % scale 0 is the no-effect control and ±100 the full control effect; potency means the concentration at half of the fitted maximal effect. A portion of the library. The share of hits here may be higher or lower than overall.

(1) Cc1ccn2cc(CCNC(=O)CC(C)(C)C)nc2c1
(2) COc1ccc(N2CC(C(=O)N[C@@H](CC(C)C)C(=O)NC3CCCC3)CC2=O)cc1 (some centres undefined)
(3) CC(=O)OC(C(=O)NCS(=O)(=O)c1ccc(C)cc1)c1cccnc1 (centres undefined)
(4) CN(c1ccc(C(=O)Nc2ccc3c(c2)OCO3)cc1)S(C)(=O)=O
(5) CCOC(=O)c1c(NC(=O)CCC(=O)O)sc2c1CCCCC2
(6) Cc1sc(NC(=O)/C=C/c2ccc3c(c2)OCO3)nc1-c1ccccc1
(7) COc1ccc([C@H]2CC(=O)C=C(c3cccc(OC)c3OC)C2)cc1OC
(8) O=C(c1ccncc1)N1CCN(S(=O)(=O)c2ccc(F)cc2)CC1
(9) CC(C)[C@H](NC(=O)N1CCn2c1nc1ccccc12)C(=O)N[C@H](Cc1ccccc1)C(=O)O
(10) O=C(c1ccc2c(c1)OCO2)N1CCN(c2ccccc2F)CC1
assay / compound,1,2,3,4,5,6,7,8,9,10
S3 lipid droplet,-1%,?,?,14%,i,-19%,?,?,-29%,-1%
S3 lipid droplet cell count max,-9,nt,nt,18,nt,-10,nt,nt,-1,4

(11) COc1cccc(/C=C/C(=O)c2ccc(NS(=O)(=O)c3ccc(C)cc3)cc2)c1
(12) COc1ccccc1CNC(=O)c1cc(C(=O)CC(C)C)c[nH]1
(13) CCn1c(SCC(=O)c2ccc3c(c2)Cc2ccccc2-3)nnc1-c1ccc(N)cc1
(14) Cc1ccc(C2C(C#N)=C(N)Oc3n[nH]c(C)c32)cc1 (centres undefined)
(15) Cc1ccc(CNC(=O)CCS(=O)(=O)c2ccc3c(c2)NC(=O)CS3)cc1
(16) CC(C)(C)c1ccc(OCC(=O)N(c2ccccn2)C2CCCCC2)cc1
(17) Nc1nc2ccc([N+](=O)[O-])c(N)c2s1
(18) CN1CCCN(Cc2nc(-c3cccc(C(F)(F)F)c3)no2)CC1
(19) CCc1cc2cc(C(=O)Nc3ccc(C)cc3)sc2s1
(20) Nc1ccc2oc(-c3cccc(Br)c3)nc2c1
assay / compound,11,12,13,14,15,16,17,18,19,20
S3 lipid droplet,?,-9%,?,?,i,7%,-22%,-3%,?,?
S3 lipid droplet cell count max,nt,-7,nt,nt,-17,-13,-7,1,nt,nt

(21) N#Cc1c(N)nc2c(c1-c1ccccc1)CCCC2
(22) CCOc1ccc2oc(-c3ccccc3)c(C(=O)N(C)C)c2c1
(23) C(=N\Nc1ccccc1)/c1nc2ccccc2s1
(24) CCN(CC)C(=O)CSCC(=O)Nc1ccccc1
(25) CCOc1ccc(C(=O)N2CCN(S(=O)(=O)c3cccs3)CC2)c(OCC)c1
(26) Cc1ccc(S(=O)(=O)Nc2ccc(C(=O)NCCCn3ccnc3)cc2)cc1[N+](=O)[O-]
(27) COC(=O)c1ccccc1Sc1c(/C=N/OC(=O)c2ccccc2)c(C(F)(F)F)nn1C
(28) O=C(CN1CCN(Cc2ccccc2Cl)CC1)N/N=C/C=C/c1ccccc1[N+](=O)[O-]
(29) COc1ccc(NC(=O)CCCn2c(=O)c3sccc3n(Cc3ccccc3C)c2=O)cc1
(30) C/C(=N/NC(=O)c1cnccn1)c1cccs1
assay / compound,21,22,23,24,25,26,27,28,29,30
S3 lipid droplet,?,i,-3%,23%,i,i,?,-4%,?,?
S3 lipid droplet cell count max,nt,nt,10,-4,-24,3,nt,-7,nt,nt

(31) CCc1ccc(C(C(=O)NC2CCCC2)N(Cc2cccnc2)C(=O)c2csnn2)cc1 (centres undefined)
(32) O=C(O)c1nnn(-c2cccc(C(F)(F)F)c2)c1-c1ccccc1
(33) COc1ccc(S(=O)(=O)N2CCN(CC(O)CN3CCOCC3)CC2)cc1 (centres undefined)
(34) CN(c1ccccc1C(=O)N1CCOCC1)S(C)(=O)=O
(35) CCN(C(=O)c1cnc(OC)cc1C(F)(F)F)c1ccc(Cl)cc1Cl
(36) COc1ccccc1OCC(=O)N/N=C1/SCC(=O)N1Cc1ccccc1
(37) CCOc1ccc(N(CC(=O)N2CCCCCC2)S(=O)(=O)c2ccc(C)cc2)cc1
(38) CSCC[C@H](NC(=O)OCc1ccccc1)C(=O)O
(39) CCOc1ccc(C(=O)N/N=C/c2ccc(SC)cc2)cc1
(40) COCCC(=O)N1CCC(Oc2ccc(C(=O)N(C)C(C)c3ccon3)cc2)CC1 (centres undefined)
assay / compound,31,32,33,34,35,36,37,38,39,40
S3 lipid droplet,?,?,-5%,?,7%,-23%,?,?,?,i
S3 lipid droplet cell count max,nt,nt,4,nt,18,1,nt,nt,nt,-22

(41) COCCn1nnnc1C(C(C)C)N1CCOCC1 (centres undefined)
(42) COc1ccc(/C=C2\Sc3ccc(C(=O)NCCCN4CCCC4)cc3N(C)C2=O)cc1OC
(43) Cc1cc(N(C)N)nc(NC(=O)NS(=O)(=O)c2ccccc2Cl)n1
(44) C/C=C/c1ccc(OCCCNC(C)CC)c(OC)c1 (centres undefined)
(45) CC(=O)c1sc(NC(=O)COc2ccc(C)c(C)c2)nc1C
(46) Cc1ccc(S(=O)(=O)N[C@H](C(=O)OCC(=O)NC(=O)Nc2ccc3c(c2)OCCO3)C(C)C)cc1
(47) Cc1cc2c(C)ccc(C)c2nc1SCC(=O)c1cccs1
(48) CCOc1cc(C2C(C#N)=C(N)Oc3n[nH]c(-c4ccccc4)c32)ccc1O (centres undefined)
(49) CC(C)[C@H](NC(=O)[C@@H]1Cc2ccccc2CN1C(=O)OC(C)(C)C)C(=O)NCC1CCCO1 (some centres undefined)
(50) CC(NC(=O)C12CC3CC(CC(C3)C1)C2)c1ccc2c(c1)OCCO2 (centres undefined)
assay / compound,41,42,43,44,45,46,47,48,49,50
S3 lipid droplet,-9%,?,11%,?,?,26%,?,?,?,?
S3 lipid droplet cell count max,-5,nt,8,nt,nt,15,nt,nt,nt,nt

(51) Cc1ccc(NC(=O)CSc2nnc(CNC(=O)c3cccs3)o2)cc1
(52) CCOC(=O)c1ccccc1NC(=O)CN(c1ccccc1C)S(C)(=O)=O
(53) Cc1cc(NC(=O)CSc2nc3c(C)ccc(C)c3cc2C#N)no1
(54) O=C(CCNS(=O)(=O)c1ccccc1)OCC(=O)c1ccc(Br)cc1
(55) Cc1c(C(=O)NNC(=O)c2ccncc2)oc2ccccc12
(56) O=C(c1ccccc1)N1CCCN(c2nccc(C(F)(F)F)n2)CC1
(57) CN1CCN(C2=CC(=O)OC23CCCCC3)CC1
(58) O=C(O)c1ccccc1C(=O)Nc1ccc(Br)c(C(F)(F)F)c1
(59) CC(/C=N/NC(=O)CNc1n[nH]c(=O)[nH]c1=O)c1ccccc1 (centres undefined)
(60) Cc1ccccc1Nc1nc(N)nc(CN2CCN(C(=O)c3ccccc3)CC2)n1
assay / compound,51,52,53,54,55,56,57,58,59,60
S3 lipid droplet,-12%,?,?,?,?,?,2%,12%,0%,?
S3 lipid droplet cell count max,-13,nt,nt,nt,nt,nt,0,-3,12,nt

(61) O=C(NNS(=O)(=O)c1ccccc1[N+](=O)[O-])c1ccc(O)cc1
(62) CN(CCc1ccccc1)C(=O)CCc1nnc(Cc2ccc3c(c2)OCO3)o1
(63) COc1ccccc1S(=O)(=O)Nc1ccc(-c2nnc3n2CCCCC3)cc1
(64) COc1ccc(-n2c(=O)cc(N3CCN(Cc4ccccc4)CC3)[nH]c2=O)cc1
(65) COc1ccc(NC(=O)NC2CCCCCCC2)cc1
(66) O=S(=O)(Nc1ccc(O)c2ccccc12)c1ccc(Br)cc1
(67) O=C(CSCc1ccccc1Br)N/N=C/c1ccccc1C(=O)O
(68) COC(=O)c1nnn(CC(=O)NC(=O)Nc2ccccc2F)c1C(=O)OC
(69) N#Cc1ccc(CSC2=NCCN2)cc1
(70) COc1cccc(CNC(=O)CN2C(=O)COc3ccc(S(=O)(=O)N4CCOCC4)cc32)c1
assay / compound,61,62,63,64,65,66,67,68,69,70
S3 lipid droplet,i,?,-3%,0%,?,?,19%,6%,?,2%
S3 lipid droplet cell count max,0,nt,-13,-3,nt,nt,13,7,nt,nt

(71) COCCN1Cc2cccc(C(=O)NCCCN3CCCC3=O)c2C1=O
(72) CC(=O)Nc1ccc(CN2CCCC(CO)(Cc3ccccc3C)C2)cc1 (centres undefined)
(73) Cn1ccnc1C1CCCCN1Cc1nc(Cc2cccc(C(F)(F)F)c2)no1 (centres undefined)
(74) COc1ccc(Cl)cc1NC(=O)CC(C)c1ccccc1 (centres undefined)
(75) Cc1ccc(C)c(NC(=S)NCc2ccc3c(c2)OCO3)c1
(76) O=C(Cn1c(=O)cnc2ccccc21)Nc1cccc(S(=O)(=O)N2CCOCC2)c1
(77) Cc1cc(NC(=O)COc2ccccc2C)no1
(78) O=C(COc1ccc(C(=O)c2ccccc2)cc1)NC1CCCCCC1
(79) CCOC(=O)/C(=C/c1ccc(OC(=O)c2ccccc2)cc1)C(C)=O
(80) CSc1ncc(CN2CCN(C3CCCC3)C(CCO)C2)cn1 (centres undefined)
assay / compound,71,72,73,74,75,76,77,78,79,80
S3 lipid droplet,?,6%,?,?,19%,?,16%,?,?,1%
S3 lipid droplet cell count max,nt,2,nt,nt,nt,nt,14,nt,nt,6

(81) COC(=O)c1ccc(/C=N/NS(=O)(=O)c2cc(C)ccc2C)cc1
(82) O=C(O)Cc1ccc(NC(=O)COc2ccc3ccccc3c2)cc1
(83) CCN1CCN(C(=O)Cn2ncc3c2-c2ccccc2OC3)CC1
(84) Cc1cc(C(C)(C)C)oc1C(=O)NCCCNC(=O)c1oc(C(C)(C)C)cc1C
(85) Cc1csc(Nc2cccc3ccccc23)n1
(86) O=C(COC(=O)c1ccc(S(=O)(=O)N2CCCCC2)cc1)NCc1ccco1
(87) Cc1ccccc1-c1nnc(SCC(=O)N2CCCC2)o1
(88) Cc1ccc(-c2nc3cccnc3s2)cc1NS(=O)(=O)c1ccc2c(c1)CCCC2
(89) CC(Sc1nnc2c(n1)C1(C)CCC2C1(C)C)C(=O)Nc1ccccc1 (centres undefined)
(90) COc1ccc(-n2nc(C(=O)NCC(=O)N3CC(C)CC(C)C3)c3ccccc3c2=O)c(OC)c1 (centres undefined)
assay / compound,81,82,83,84,85,86,87,88,89,90
S3 lipid droplet,?,?,?,5%,?,?,i,?,?,i
S3 lipid droplet cell count max,nt,nt,nt,3,nt,nt,9,nt,nt,-2

(91) COc1ccccc1N1CCN(C(=O)CSc2nnc3c4ccccc4nc(Cc4ccccc4)n23)CC1
(92) CCCCn1c(SCC(=O)N2CCCC2)nnc1-c1ccccc1
(93) Cc1cc(C)c(Nc2cc(S(=O)(=O)O)c(N)c3c2C(=O)c2ccccc2C3=O)c(C)c1
(94) O=C1Cc2cc(S(=O)(=O)Nc3ccccc3Cl)cc3c2N1CCC3
(95) O=C1COc2ccc(C(=O)CSc3ccc(Br)cc3)cc2N1
(96) COc1ccc(C(=O)O)cc1S(=O)(=O)Nc1ccccc1-c1ccccc1
(97) Cc1ccc(S(=O)(=O)N2CCOCC(=O)NCCOCCNC(=O)COCC2)cc1
assay / compound,91,92,93,94,95,96,97
S3 lipid droplet,?,?,-1%,i,10%,i,?
S3 lipid droplet cell count max,nt,nt,-27,nt,6,17,nt
